Bioassay records from PubChem BioAssay.
HIF-2a inh: blocks HIF-2a reporter activity. 786-0 RCC cells HIF-2a reporter, luciferase luminescence, overnight. inhibition, % at 18.8 µM. actives 0.72% (n = 360,000). AID 624352;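 active = inhibition of the luminescence signal of 40% or more relative to plate controls, in a single-dose primary screen at 18.75 µM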
iPSC survival up: hiPSC single-cell survival enhancement | ATPlite luminescence; 100% = ROCK inhibitor wells, 0% = DMSO | survival enhancement, % at 20 µM | actives 0.044% (n = 360,000) | AID 602274; in the data active = survival enhancement above about 18%;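 note: cells exposed to compounds for 16 hours before the ATP read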
NR2E3 ag-1: NR2E3 (human) agonism. GST-NR2E3/biotin-RetCOR TR-FRET, 1536-well. inhibition of corepressor binding, % at 4.78 µM. AID 2300. actives 0.12% (n = 320,000). Q9Y5X4;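 active = percent inhibition above the cutoff of mean plus 3 SD of all tested compounds, set per screening campaign, cut at about 20% in these data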;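 note: 0% = DMSO wells and 100% = biotin wells as full block of FRET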
Target sequence (Q9Y5X4 whole entry, looked up): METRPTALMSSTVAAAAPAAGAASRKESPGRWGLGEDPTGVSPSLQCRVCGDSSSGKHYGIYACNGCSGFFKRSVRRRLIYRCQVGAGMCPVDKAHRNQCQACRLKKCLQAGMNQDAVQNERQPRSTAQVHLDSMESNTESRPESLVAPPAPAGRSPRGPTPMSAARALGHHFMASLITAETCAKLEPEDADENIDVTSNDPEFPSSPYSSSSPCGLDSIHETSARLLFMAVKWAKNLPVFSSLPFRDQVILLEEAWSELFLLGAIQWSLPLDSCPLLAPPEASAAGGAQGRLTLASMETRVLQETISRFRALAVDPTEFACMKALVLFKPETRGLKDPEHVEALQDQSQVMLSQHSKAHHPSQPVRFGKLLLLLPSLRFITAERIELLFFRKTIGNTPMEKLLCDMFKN
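Format: 1536-well format; test system: GST-NR2E3 and biotin-RetCOR proteins; read-out basis: percent inhibition of TR-FRET ratio; timing: 5 h incubation at 4 °C; detection: time-resolved FRET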
Cardio protect: myocardial damage modulation in H9c2 cells | H9c2 cardiomyocytes, H2O2 injury protection, ATPLite, 2 h | protection from H2O2 cell death, % at 20 µM | actives 0.63% (n = 360,000) | AID 588492;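 active = compounds giving at least 50% protection of heart cells from peroxide-induced death in the single-dose screen, raw or plate-pattern-corrected value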;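 note: 0% = DMSO wells with peroxide and 100% = DMSO wells without peroxide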
HTR2A ag: mouse HTR2A agonism via beta-arrestin recruitment | actives 0.66% (n = 360,000) | P35363 | CHO-K1 mHTR2A beta-arrestin complementation, luminescence; percent of 30 µM serotonin response | activation, % at 7.6 µM | AID 624169;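 active = activation above a run cutoff, the mean activation of all tested compounds plus 3 SD, cut at about 14% in these data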;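 note: 0% = plate median of compound wells and 100% = 30 µM serotonin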
NR2E3 ag-2: activates human NR2E3 receptor. Q9Y5X4. CHO-S Gal4-NCOR/VP16-NR2E3 two-hybrid, luciferase. inhibition of corepressor binding, % at 3.98 µM. actives 0.35% (n = 360,000). AID 602229;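 active = inhibition above the mean of all tested compounds plus 3 SD, cut at about 70% in these data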;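 note: 0% = DMSO with NR2E3 transfected cells and 100% = cells lacking NR2E3 construct; higher means lower luciferase signal from less NR2E3 corepressor binding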
Peg3 promoter: Peg3 promoter activity inhibition. inhibition, % at 20 µM. AID 588405. HeLa PEG-Prom luciferase reporter, luminescence, overnight. actives 1.7% (n = 360,000);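 active = inhibition of at least 50% at 20 µM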
PDI inh: blocks human protein disulfide isomerase activity; PDI insulin aggregation turbidity, A650, 90 min; actives 0.052% (n = 350,000); P07237; inhibition, % at 10 µM; AID 588391;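 active = mean inhibition across replicates of 30% or more, whatever share of single replicates reach that level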;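 note: absorbance from insulin aggregation driven by PDI reduction with DTT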
Target sequence (P07237 whole entry, looked up): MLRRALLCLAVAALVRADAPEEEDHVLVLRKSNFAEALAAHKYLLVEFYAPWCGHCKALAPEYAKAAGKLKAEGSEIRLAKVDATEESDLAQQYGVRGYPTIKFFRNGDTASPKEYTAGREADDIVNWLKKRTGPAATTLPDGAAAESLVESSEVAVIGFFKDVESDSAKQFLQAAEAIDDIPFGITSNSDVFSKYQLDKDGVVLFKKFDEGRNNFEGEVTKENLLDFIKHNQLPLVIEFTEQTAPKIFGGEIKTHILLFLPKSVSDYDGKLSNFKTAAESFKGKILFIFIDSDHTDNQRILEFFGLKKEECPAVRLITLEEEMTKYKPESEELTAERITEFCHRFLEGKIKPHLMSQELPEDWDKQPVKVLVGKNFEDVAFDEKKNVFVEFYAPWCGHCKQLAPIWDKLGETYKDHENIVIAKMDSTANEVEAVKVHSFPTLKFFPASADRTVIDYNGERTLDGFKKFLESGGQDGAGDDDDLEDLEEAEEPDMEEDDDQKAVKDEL
MITF TRPM1 inh: reduces MITF-dependent TRPM1 promoter luciferase signal | SK-MEL-5 TRPM1 promoter luciferase, 24 h | inhibition, % at 12.5 µM | actives 0.83% (n = 330,000);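 active = mean inhibition across replicates of 60% or more, whatever share of single replicates reaches that level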; note: values of inactives mirror those of a sister screen read the other way
Shn3 inh set2: reduces Shn3 3'UTR luciferase signal in osteoblasts. inhibition, % at 12.5 µM. Clone20 osteoblast Shn3 3'UTR firefly luciferase, 24 h. actives 0.52% (n = 360,000). AID 588674;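 active = mean inhibition of at least 75% with every replicate also reaching 75%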;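 note: 0% = median of neutral control wells and 100% = pilot-screen positive control compound; some compounds past the cut are filed as inactive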
CaV13 FRET inh: Disruptors of the CACNA1D IQ motif to Ca2+-dependent inactivation inhibitor domain association, primary screening, Förster resonance energy transfer in intact living …; actives 0.098% (n = 340,000); inhibition, % at 12.3 µM; HEK cells, CFP/YFP FRET ICDI-IQ, plate reader, 10 min; percent FRET-ratio fall versus neutral wells;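 active = mean replicate inhibition of at least 30% and at least 1% of replicates passing that level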;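 note: 0% = median of the neutral control wells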
Numbers without * were called inactive; / = not tested or not shown.

SMILES	HIF-2a inh	iPSC survival up	NR2E3 ag-1	Cardio protect	HTR2A ag	NR2E3 ag-2	Peg3 promoter	PDI inh	MITF TRPM1 inh	Shn3 inh set2	CaV13 FRET inh
Cc1ccccc1N1C(=O)c2cccc3c(N(C)CCO)ccc(c23)C1=O	-8	-1.1	-6	-3	-5	5	10	-4	12	-22	/
CC(C)(C)OC(=O)C[C@@H]1C/C=C\C[C@H](CC(=O)N(CCO)Cc2ccccc2)C(=O)NC[C@H](c2ccccc2)OC1=O	6	-1.2	/	20	-6	-10	1	0	-6	-5	-6
CCC(C(=O)NCCC1=CCCCC1)n1nc(C)c2c(C)n(-c3ccccc3)nc2c1=O (stereo not drawn)	21	-0.5	-2	-3	-6	-53	11	3	6	25	-8
COc1cc(/C=N/NC(=O)COc2ccc([N+](=O)[O-])cc2)ccc1OCC(=O)N1CCOCC1	-12	0.7	1	19	-4	-19	-26	-2	-17	-20	-5
Fc1cccc(Cl)c1Cn1nnc(-c2ccc(N3CCOCC3)cc2)n1	-19	1.5	2	-8	-4	-21	-26	2	3	-2	-3
CCOc1ccc2[nH]c(=O)c(CN(Cc3nnnn3CCc3ccccc3)CC3CCCO3)cc2c1 (stereo not drawn)	0	1.5	0	35	4	-14	-1	5	-7	4	0
COc1ccc(N/C(=N\c2nc(C)cc(C)n2)NC(=O)C(C)C)cc1OC	4	0.1	2	9	-1	-7	5	-2	-11	/	/
CC1CCN(S(=O)(=O)c2ccc(Br)s2)CC1	-2	3.5	1	-12	9	-21	0	-5	1	9	-7
COc1ccc(CNC(=O)CSc2nnnn2Cc2ccccc2)cc1	15	4.5	-4	2	1	-6	22	3	-3	-14	-4
COc1ccc(OC)c(Nc2nc(-c3cccs3)cs2)c1	-119	-1.5	0	-6	-4	-7	-69	3	-16	-38	-5
O=C(Nc1ccccc1)c1ccccc1OCc1cccc([N+](=O)[O-])c1	6	7.0	1	8	-4	-24	11	-2	4	-22	-3
O=C(O)CCC(=O)N1CCN(c2nc3ccccc3s2)CC1	6	-3.5	0	1	45*	-3	1	-6	8	-50	-4
COC(=O)CCCC1=CC2=C(c3ccccc3)C(=O)C(C)(OC(=O)C3CCCC3)C(=O)C2=CN1Cc1ccc2c(c1)OCO2 (stereo not drawn)	5	-2.9	3	2	11	-7	-4	-1	-17	1	-3
Cc1cc2oc3ccc(NCCCn4ccnc4)cc3c(=O)c2cc1C	-241	-1.4	0	-20	20*	-86	-4	3	-76	-22	-23
COc1cc(/C=C/C(=O)N2CCOCC2)ccc1OCc1ccccc1	-12	-1.0	0	3	0	-16	9	-2	14	2	-7
CCOC(=O)c1c(-c2ccccc2)csc1NC(=O)CCN1C(=O)c2ccccc2C1=O	7	-3.6	2	6	3	-26	1	-2	-2	9	-2
O=S(=O)(c1ccc2c(c1)C(O)c1ccccc1CC2)C(F)(F)F (stereo not drawn)	16	-2.9	0	-10	0	56	20	0	13	76	-6
O=C(Nc1ccccc1)c1ccco1	-82	-0.4	/	4	7	-62	-40	-1	-14	-17	-19
O=C(CCCN1C(=O)/C(=C/c2ccco2)SC1=S)Nc1ccccc1	45*	1.1	0	3	2	10	23	6	9	-24	-4
CN(CC(=O)Nc1cccc(F)c1)C(=O)CN1C(=O)NC2(CCCCC2)C1=O	2	-0.6	3	-1	-3	-4	2	5	-1	-8	-3
CC(OC(=O)c1ccc(S(=O)(=O)N2CCOCC2)cc1)c1ccccc1 (stereo not drawn)	9	0.7	2	-7	1	12	12	-3	9	1	-7
Cc1ccc(S(=O)(=O)N2CCOCC2)cc1C(=O)Nc1c(C)n(C)n(-c2ccccc2)c1=O	11	0.3	1	5	-5	-10	-97	2	13	-2	-4
COc1ccc([N+](=O)[O-])cc1NC(=O)CC(C)c1ccccc1 (stereo not drawn)	1	-1.6	0	4	-2	-5	-5	3	-4	3	0
N#Cc1c(/N=C/c2cc(Br)cs2)sc2c1CCC2	-298	-5.6	0	-12	0	4	-293	-9	-51	-67	-4
O=C(Nc1ccsc1C(=O)O)c1ccc(Cl)cc1	-176	0.7	-1	-9	-4	-95	-236	9	-12	-140	-10
Further results.
SMILES	HIF-2a inh	iPSC survival up	NR2E3 ag-1	Cardio protect	HTR2A ag	NR2E3 ag-2	Peg3 promoter	PDI inh	MITF TRPM1 inh	Shn3 inh set2	CaV13 FRET inh
CC1CN(C(=O)Cn2cnc3c2c(=O)n(C)c(=O)n3C)CC(C)O1 (stereo not drawn)	12	2.0	4	-5	1	-16	3	7	-6	5	/
COCCn1c(CN2CCN(c3ccc(OC)cc3)CC2)nc2c1c(=O)n(C)c(=O)n2C	11	0.1	-3	-3	1	-16	-2	0	5	25	-3
N#Cc1c(NC(=O)CCC(=O)O)sc2c1CCCC2	8	7.6	3	2	5	8	17	-7	-1	-16	/
CCCC(=O)NC(Nc1cc(C(F)(F)F)ccc1Cl)C(Cl)(Cl)Cl (stereo not drawn)	6	-1.6	-1	-26	-2	11	25	-3	8	34	-5
COc1ccc(N2C(=O)CCC(C(=O)N3CCC(C(N)=O)CC3)C2c2ccc(F)cc2)cc1 (stereo not drawn)	11	-1.7	3	15	0	-2	4	3	-2	14	-5
CCOc1ccc(NC(=O)CCC(=O)NNC(=O)NC2CCCCC2)cc1	6	0.2	4	-4	-8	-5	5	-1	-3	8	-7
Cc1nnc(SCC(=O)Nc2cccc(S(=O)(=O)N(C)c3ccccc3)c2)s1	0	0.8	-2	-21	6	18	-6	-3	8	42	-5
Cc1c(C(=O)NCc2cccnc2)sc2nc(-c3ccccc3)cn12	-191	-1.3	-2	14	-11	3	-123	/	/	-20	12
Cc1ccc2oc(C(=O)NCc3ccccc3)cc(=O)c2c1	5	0.6	2	-2	-2	-5	17	4	0	-6	-14
COc1ccc(/C=C/C(=O)O/N=C(\N)c2ccccn2)cc1OC	-285	-0.3	/	9	-3	-103	-240	2	-79	-76	-2
O=C(Nc1c[nH]c(=O)[nH]c1=O)c1ccc2c(c1)C(=O)N(c1cccc([N+](=O)[O-])c1)C2=O	14	-0.1	/	4	2	17	-22	-2	9	-5	-2
Cc1sc2nc(SCC(=O)c3cc(C)n(CC4CCCO4)c3C)n(C(C)C)c(=O)c2c1C (stereo not drawn)	3	-1.0	2	6	2	-21	-5	5	7	22	-5
C[C@@H]1CN([C@H](C)CO)C(=O)c2cc(NC(=O)Nc3ccc(F)cc3)ccc2O[C@@H](C)CCCCO[C@H]1CN(C)Cc1ccc(C(=O)O)cc1	15	2.3	/	5	1	-8	-6	14	/	-3	-3
O=C(c1cc2ccccc2o1)N1CCN(Cc2ccccc2)CC1	-53	-0.4	3	2	-5	-32	-48	-11	-26	4	-1
CC(C)c1ccccc1NC(=O)CNCCc1ccc(C(F)(F)F)cc1	13	-0.5	0	-10	-1	-2	19	-5	9	25	-2
N#Cc1c(-c2ccccc2)nc2n(-c3ccccc3)nc(C(=O)Nc3ccccc3)n2c1=O	-2	3.2	2	12	-4	-15	13	-6	10	11	/
C=CCn1c(SCc2nc3c(c(=O)[nH]c(=O)n3CCCC)n2CCC)nnc1-c1ccccc1	21	-1.8	1	15	1	-19	9	0	-1	13	-7
O=C1Nc2cc(C(=O)NCCCN3CCOCC3)ccc2S/C1=C/c1cccc(Cl)c1	-2	-0.3	0	-11	-14	-1	107*	0	-9	10	-15
CN(C)c1ccc(CN(CC2CCCO2)C(=O)c2cc3ccccc3o2)cc1 (stereo not drawn)	-3	0.2	/	-10	-8	-14	-5	1	-2	55	-6
COCCCn1c(C(=O)N2CC(C)OC(C)C2)cc2c(=O)n3cccc(C)c3nc21 (stereo not drawn)	-19	2.9	1	-5	1	-43	-22	1	4	15	/
COc1ccc(NC(=O)N/C=C/c2ccccc2)cc1	-15	1.3	6	-6	0	-66	-274	23	-12	2	-6
C/C(=N\NC(=O)c1cc(-c2ccc(Cl)s2)[nH]n1)c1ccncc1	-30	0.1	-1	3	4	-29	-26	-6	-9	3	-3
CCCCOc1ccc(CN(C)c2ncnc(N)n2)cc1	-171	0.0	3	-15	-6	-56	-47	-2	-17	-34	-9
CC1(C(=O)NS(=O)(=O)c2cccc(C#N)c2)CCN1C(=O)c1ccc(C2CCCCC2)cc1 (stereo not drawn)	3	1.9	/	5	2	34	-6	-3	/	1	-6
O=C(CC1C(=O)NCCN1Cc1ccccc1C(F)(F)F)NCCN1CCOCC1 (stereo not drawn)	-6	-0.4	0	-2	3	-20	-12	-2	4	-6	-2
(more compounds)
SMILES	HIF-2a inh	iPSC survival up	NR2E3 ag-1	Cardio protect	HTR2A ag	NR2E3 ag-2	Peg3 promoter	PDI inh	MITF TRPM1 inh	Shn3 inh set2	CaV13 FRET inh
O=C(CSc1nc2ccccc2[nH]1)Nc1ccc(F)cc1	-35	-0.9	0	-12	-4	10	-11	-2	-8	-6	-6
C=CC(=O)NC(NC(=O)C=C)c1ccccc1F	8	-0.7	-3	1	7	11	-9	1	5	-23	-2
COc1ccccc1N1CCN(C(=O)c2cccc(Oc3ccccc3)c2)CC1	15	0.0	0	24	-9	-24	13	6	-6	-17	-2
Cc1[nH]c2ccc(-c3nnc(SCC(=O)N4CCCc5ccccc54)o3)cc2c1C	-6	0.7	5	-4	0	-13	-10	0	1	13	-10
CC1(C)Cc2c(sc(NC(=O)C(=O)N3CCCC3)c2C(N)=O)CO1	-5	0.1	0	-1	0	-12	7	9	-1	-14	-4
CCSc1nnc(NC(=O)C2CCCN(C(=O)c3ccc(Cl)cc3)C2)s1 (stereo not drawn)	2	-0.7	/	0	1	23	2	5	/	30	-9
COc1cccc(NC(=O)c2ccnc(N3CCC(C(=O)NCc4ccccc4OC)CC3)c2)c1	-164	-0.3	0	0	2	-22	-128	6	-70	-37	-15
CCc1ccc(NC(=O)c2ccc(F)c(S(=O)(=O)NCC3COc4ccccc4O3)c2)cc1 (stereo not drawn)	-72	-1.3	-1	-24	-1	57	4	-3	7	62	-1
CCCCn1c(N)c(-c2nc3ccccc3s2)c2c([N+](=O)[O-])nn(C)c(=O)c21	-25	-3.0	-2	-14	0	-17	16	-12	16	4	-10
O=C(/C=C/c1cccc([N+](=O)[O-])c1)c1cccs1	-3	-5.5	5	-9	-5	-19	99*	4	80*	10	2
CCN(CC)Cc1c(O)ccc2c(=O)c(-c3ccc4c(c3)OCCO4)coc12	-7	-2.0	1	-6	3	0	-74	-15	-7	-12	-7
Cc1c(NS(C)(=O)=O)c(=O)n(-c2ccccc2)n1C	15	13	0	-5	4	5	-7	-1	11	5	-5

Ordered by the number under HIF-2a inh (ascending): 3 from the list above
compound	HIF-2a inh	NR2E3 ag-1	HTR2A ag	NR2E3 ag-2	Peg3 promoter	PDI inh	MITF TRPM1 inh	Shn3 inh set2	CaV13 FRET inh
CCN(CC)Cc1c(O)ccc2c(=O)c(-c3ccc4c(c3)OCCO4)coc12	-7	1	3	0	-74	-15	-7	-12	-7
CC1(C)Cc2c(sc(NC(=O)C(=O)N3CCCC3)c2C(N)=O)CO1	-5	0	0	-12	7	9	-1	-14	-4
O=C(/C=C/c1cccc([N+](=O)[O-])c1)c1cccs1	-3	5	-5	-19	99*	4	80*	10	2
